Screening data from PubChem.
OX1R antag-1 = blocks the human orexin 1 receptor. hit rate 0.43% among 330,000. O43613. AID 434989. inhibition, % at 5 µM. CHO/OX1R cells, Fluo-8 calcium fluorescence, orexin A;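 active = inhibition above its plate's threshold, mean inhibition of all tested compounds on the plate plus 3 SD, cut at about 37% in these data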;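 note: 0% = orexin A challenge wells and 100% = SB-334867-A antagonist wells; not every result past the cut was called active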
Target sequence (O43613 whole entry, looked up): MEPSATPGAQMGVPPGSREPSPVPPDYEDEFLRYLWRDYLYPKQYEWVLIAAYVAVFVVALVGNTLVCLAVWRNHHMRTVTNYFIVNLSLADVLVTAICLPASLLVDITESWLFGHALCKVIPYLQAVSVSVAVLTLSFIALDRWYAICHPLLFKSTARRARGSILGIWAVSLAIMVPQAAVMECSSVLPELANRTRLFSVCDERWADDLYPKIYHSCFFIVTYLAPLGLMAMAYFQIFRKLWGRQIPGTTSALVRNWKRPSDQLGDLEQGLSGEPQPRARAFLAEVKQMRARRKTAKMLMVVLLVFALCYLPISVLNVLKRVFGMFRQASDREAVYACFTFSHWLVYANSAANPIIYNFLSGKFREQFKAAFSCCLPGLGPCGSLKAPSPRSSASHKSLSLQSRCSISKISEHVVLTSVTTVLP
OX1R antag-2 = blocks the human orexin 1 receptor | O43613 | OX1R-expressing cells, FRET antagonist read-out | inhibition, % at 6.6 µM | hit rate 1.8% among 330,000 | AID 485270; in the data active = inhibition mostly above about 38%, no sharp cut-off; inactive = mostly below about 40%;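 note: 0% = agonist challenge alone and 100% = reference antagonist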
* hit, by the source's call.

OX1R antag-1	OX1R antag-2	compound
-3	20	COc1ccc(C(=O)N/C(=C\c2ccc3c(c2)OCO3)C(=O)Nc2ccc(C(=O)O)cc2)cc1
71*	47	O=c1cc(CN2CC(O)Cc3ccc4ccccc4c32)nc2sccn12 (configuration not stated)
-14	9	CCNc1nc(NCC)n2c(SCC(=O)O)nnc2n1
-8	3	Cc1cc(S(=O)(=O)N2CC(=O)N(CCc3ccccc3)C(=O)C2)ccc1F
-12	-4	Cc1cc2nc(-c3ccc[nH]c3=O)n(Cc3ccc(F)cc3)c2cc1C
-9	9	O=C(OCn1nnc2ccccc2c1=O)c1ccc(N2CCOCC2)c([N+](=O)[O-])c1
-4	32	CC(C)c1ccc(/C=C/C(=O)N2CCc3ccccc3C2)cc1
-7	29	O=C(Cn1cnc([N+](=O)[O-])n1)N/N=C/c1cccc2ccccc12
30	24	CCC/C(=C1/c2ccccc2C(=O)N1c1ccccc1)c1ccc2[nH]ccc2c1
-10	49	S=C1NC2(CCCCC2)N=C1c1ccccc1
-11	13	COc1ccc(OCCOc2ccccc2[N+](=O)[O-])cc1
-8	16	Cc1csc(=O)n1CC(=O)OCC(=O)Nc1cc([N+](=O)[O-])ccc1Cl
-3	-6	CCOC(=O)c1nn(-c2ccccc2)cc1O
-29	1	OCCC1CN(Cc2ccc3c(c2)CCO3)CCN1C1CCCC1 (configuration not stated)
-13	17	COc1ccc(-c2nc3ncccn3c2Br)cc1
-11	5	CC(NC(=O)C1CCCN(S(=O)(=O)c2cnc[nH]2)C1)c1ccccc1 (configuration not stated)
0	25	CC(C)(C)NC(=O)NC(=O)CN1CCN(c2ccc(O)cc2)CC1
-4	9	COc1cccc(CNC(=O)C2CCN(S(=O)(=O)N3CCCCC3)CC2)c1
-15	18	Cc1ccc(N(C(=O)CS(=O)CC(=O)Nc2ccc(F)cc2)C(C(=O)NC2CCCCC2)c2ccco2)cc1 (configuration not stated)
-17	20	COCCOCC(O)CN1CCN(c2ccccc2)CC1 (configuration not stated)
-11	7	O=C(C1CC1)N1CCC(c2nc(-c3ccc(S(=O)(=O)N4CCCC4)cc3)no2)CC1
-9	45	CC(=O)c1sc(NC(=O)c2cnc(Cl)c(Cl)c2)nc1C
-32	19	Cc1ccc2oc(C(=O)N3CCN(Cc4ncccc4C)CC3)c(C)c2c1
-22	4	O=C(NCCc1ccccc1Cl)C1CCN(S(=O)(=O)c2cccs2)CC1
-27	10	Cc1ccc(C(=O)OCC(=O)c2cc(C)n(CC3CCCO3)c2C)cc1 (configuration not stated)
-28	16	Cc1cc2c(c(=O)n1Cc1cccnc1)C(c1ccc(F)cc1)C(C#N)=C(N)O2 (configuration not stated)
-45	22	Cc1ccc2[nH]c(=O)c(CN(CC3CCCO3)C(=S)NCc3ccco3)cc2c1 (configuration not stated)
-7	11	CCOC(=O)c1ccc(Oc2nc(NC)nc(OC)n2)cc1
-19	8	COc1ccc(NC(=O)CN(C)C(=O)c2oc3c(ccc4ccccc43)c2C)cc1
2	8	O=C(O)c1ccc(NCc2ccncc2)cc1
-32	22	CC(C)(C)c1ccc(-n2ncc3c2CCCC3NC(=O)c2csnn2)cc1 (configuration not stated)
-15	14	CCC(NC(=O)c1cc(COc2ccc(C)nc2)on1)c1ccc(C)cc1 (configuration not stated)
-26	-3	CCCSCCCNC(=O)c1ccc(C)c(NC(=O)C2=C(C)OCCS2)c1
-6	7	CCOc1cc(C#N)c(NC(=O)c2ccco2)cc1OCC
-5	-6	CCN(c1ccccc1)S(=O)(=O)c1nnc(NC(=O)CC(C)C)s1
-8	-1	S=C(NCCCn1ccnc1)Nc1cccc(Cl)c1
-17	4	CN(CC1COc2ccccc2O1)C(=O)CSc1ncnc2sccc12 (configuration not stated)
-8	6	O=C(NC(=S)Nn1cnc2c(cnn2-c2ccccc2)c1=O)c1ccc(Cl)cc1
-4	7	CC1(C)C(=O)OC(c2cccs2)C(C)(C)C1=O (configuration not stated)
-8	8	Cn1c(N)c(C(=O)CSc2nnc(C3CC3)n2Cc2ccccc2)c(=O)n(C)c1=O
-30	10	Cn1c(SCC(=O)c2ccccc2)nnc1-c1cccs1
-10	12	Cc1[nH]c2ccccc2c1C(=O)COC(=O)C1CC(=O)N(Cc2ccco2)C1 (configuration not stated)
-2	14	CC1CC(C)CN(CCCNC(=O)c2ccc3c(SCC(=O)O)c4c(nc3c2)CCC4)C1 (configuration not stated)
1	15	O=C(O)c1ccccc1C(=O)NC1CCCCNC1=O (configuration not stated)
-13	17	CCOc1ccc2nc(N3CCCC(C(=O)N4CCN(CC)CC4)C3)sc2c1 (configuration not stated)
-3	15	O=C(CSc1ncn[nH]1)Nc1ccc(OCc2ccccc2)cc1
-17	11	O=C(CN1CCN(Cc2ccccc2)CC1)Nc1cccc(Cl)c1
-24	6	O=C(NCc1ccccc1Cl)C1CCC(=O)N(C2CCCC2)C1 (configuration not stated)
-45	3	Cc1sc2nc(COC(=O)c3c(F)cccc3F)[nH]c(=O)c2c1C
-24	18	Cc1nn(Cc2ccccc2)c(Cl)c1C(=O)OCC(=O)NC(=O)NC12CC3CC(CC(C3)C1)C2

Continued.
OX1R antag-1	OX1R antag-2	compound
0	12	CCOc1cc2c(cc1/C=C/C(=O)O)OC(C)C2 (configuration not stated)
-21	13	Clc1ccc(OCc2nc(-c3ccccn3)no2)c(Br)c1
-23	9	CCOC(=O)c1ccccc1NC(=O)CSc1nc2ccccc2c(=O)n1CCCN1CCOCC1
-11	7	COc1ccc(-c2nc(CSCC(=O)NCc3ccco3)c(C)o2)cc1
-3	23	COC(=O)CN(c1cccc(F)c1)S(C)(=O)=O
-26	17	CCOC(=O)C1=C(CS(=O)(=O)c2ccccc2)NC(=O)NC1c1ccccc1OCC (configuration not stated)
-10	15	Cc1ccc(NC(=O)N2CCC(O)(c3cccnc3)CC2)cc1
-28	16	CC(NC(=O)C1CCN(S(=O)(=O)c2ccc3c(c2)NC(=O)CO3)CC1)c1ccccc1 (configuration not stated)
-27	18	O=c1[nH]n2c(=O)c3c([nH]c2c1N=Nc1cccc(C(F)(F)F)c1)CCCC3
-16	14	Cc1ccc(S(=O)(=O)ON2C(=O)c3cccc4cccc(c34)C2=O)cc1
-44	-1	Cc1ccccc1-c1nc(CS(=O)(=O)CC(=O)NCCCN2CCOCC2)c(C)o1
-37	22	CCCNC(=O)c1ccc(N2CCC3(CC2)CC(c2cccc(Br)c2)=NO3)c(NC(=O)c2cccc(C)c2)c1
4	7	Fc1ccc(-c2csc(=S)[nH]2)cc1
-3	10	CC(C)Cc1nccs1
-22	12	Cc1ccccc1OC1CCN(C(=O)c2cc(COc3ccccc3)on2)CC1
-21	1	NS(=O)(=O)c1ccc(NNC(=O)c2ccccc2)cc1
-24	-1	CCc1cc(C(=O)N2CCN(S(=O)(=O)c3ccc(Cl)cc3)CC2)sc1C
-20	37	Cc1ccc(C)c(S(=O)(=O)N2CCCOC2CNC(=O)C(=O)NCc2cccs2)c1 (configuration not stated)
-8	3	CCc1cc(C(=O)OC)c(NC(=O)CSc2nccn2C)s1
-10	5	Cc1cc(C)c(C#N)c(SCc2ccc([N+](=O)[O-])cc2)n1
-25	29	Cc1cccc2cc(CN(Cc3ccco3)S(=O)(=O)c3ccc4c(c3)OCCO4)c(=O)[nH]c12
-26	8	CC(C)[C@H](NC(=O)[C@@H]1Cc2ccccc2CN1C(=O)OC(C)(C)C)C(=O)NCc1ccco1
15	3	CCCC(=O)Nc1ccc(-c2ccc(NC(=O)CCC)cc2)cc1
-11	3	CCOc1ccc(S(=O)(=O)N2CCCC2)cc1
-14	61	C/C(=N/NC(=O)C(O)(c1ccccc1)c1ccccc1)c1ccc([N+](=O)[O-])o1
-18	77	CNC(=O)c1cc2cc(Cl)cc(OC)c2oc1=O
-15	21	Cc1ccccc1N(CC(=O)NCCc1ccccc1)C(=O)c1csnn1
-19	12	CCc1c(C)nc(N2CCN(c3ccccc3)CC2)[nH]c1=O
-1	4	Cc1cc2c(c(=O)n1CCCn1ccnc1)C(c1ccco1)C(C#N)=C(N)O2 (configuration not stated)
-30	12	CCn1cc(CNCc2cn[nH]c2-c2cc3ccccc3o2)cn1

Shown as tab-separated lines: 2 of the compounds above
Compound	OX1R antag-1	OX1R antag-2
CCCC(=O)Nc1ccc(-c2ccc(NC(=O)CCC)cc2)cc1	15	3
CCOc1ccc(S(=O)(=O)N2CCCC2)cc1	-11	3

(list continues)
OX1R antag-1	OX1R antag-2	compound
-4	6	CC(C)CN(CCCNC(=O)CC1Oc2ccccc2NC1=O)CC(C)C (configuration not stated)
11	8	NC(=O)CC(NSc1ccccc1[N+](=O)[O-])C(=O)O (configuration not stated)
-36	11	O=Cc1ccc(-n2cncn2)cc1
1	16	COc1cc(CC2COC(=O)C2(O)Cc2ccc(O)c(OC)c2)ccc1O (configuration not stated)
-35	2	O=C1CN(C(=O)c2ccccc2F)C(c2ccc(F)cc2)c2cc(Br)ccc2N1 (configuration not stated)
-31	41	COc1ccc(C)cc1NS(=O)(=O)c1ccc2c(c1)n(C)c(=O)n2C
-42	9	OC(COc1cccc2ccccc12)CN1CCN(c2cccc(Cl)c2)CC1 (configuration not stated)
4	8	O=C(Nc1ccccc1)/C(=C/c1cccnc1)NC(=O)c1ccco1
-23	12	O=C(CC1C(=O)NCCN1Cc1ccccc1C(F)(F)F)NCCc1ccccn1 (configuration not stated)
-10	12	Fc1cccc(CNCC2CCCO2)c1 (configuration not stated)
-36	8	Cc1ccnn1CCC(=O)N1CCCC(CCC(=O)NCc2ccccc2F)C1 (configuration not stated)
-10	9	COCCn1c(SCC(=O)NNC(=O)Cc2ccccc2)nc2ccccc2c1=O
-6	13	O=C(Cc1ccccc1[N+](=O)[O-])N1CCN(c2ccccc2F)CC1
-20	37	N#C/C(=C\c1ccco1)C(=O)NCC1CCCO1 (configuration not stated)
1	43	CN1C(=O)/C(=C/c2ccc(O)c([N+](=O)[O-])c2)NC1=S
-6	19	O=C(NC1CCC(O)CC1)c1ccc(NS(=O)(=O)c2cccc([N+](=O)[O-])c2)cc1 (configuration not stated)
-19	16	CCn1c(=NC(=O)c2ccc(S(=O)(=O)N(C)C)cc2)sc2cccc(OC)c21
-4	6	N=C(N)CCCOc1ccccc1-c1ccccc1
-11	56	O=[N+]([O-])c1ccc(Sc2n[nH]c(-c3ccc(Cl)cc3Cl)n2)nc1
-33	-1	Cc1ccc(NC(=O)c2ccc(N/N=C/c3cccc(O)c3)c([N+](=O)[O-])c2)cc1
-19	28	CC1CC(C)CN(C(=O)Cn2c(SCC(=O)N3CCc4ccccc4C3)nc3ccccc32)C1 (configuration not stated)
-28	4	O=C1C[C@H]2[C@H](CO)[C@@H](OC(=O)c3ccc(-c4ccccc4)cc3)C[C@H]2O1
-2	0	CC(C)C1=NN2C(=N)CC(=O)N=C2S1
-3	1	CC(C)(C)C(=O)N1CCn2c1nc1ccccc12
-20	17	CC(NC(=O)CCc1nnc(C2(c3ccc(Cl)cc3)CCC2)o1)C1CC1 (configuration not stated)
-27	13	COc1ccc(-c2nc(CS(=O)CC(=O)NCc3cccnc3)c(C)o2)cc1 (configuration not stated)
-14	4	O=C(NCC1(N2CCCCC2)CCCCC1)C1CC(=O)N(c2ccc3c(c2)OCCO3)C1 (configuration not stated)
-6	6	COC(=O)c1cc(C(=O)OC)cc(N2C(=O)CC(NNC(=O)c3ccc(C)cc3)C2=O)c1 (configuration not stated)
-26	16	COc1ccc(NC(=O)CN2C(=O)C(c3ccccc3)=NC23CCCCCC3)cc1
-15	12	O=C1CSC(c2cccnc2)N1CCc1ccccn1 (configuration not stated)

Ordered by SMILES length (falling): some entries from above.
OX1R antag-1	OX1R antag-2	compound
-28	4	O=C1C[C@H]2[C@H](CO)[C@@H](OC(=O)c3ccc(-c4ccccc4)cc3)C[C@H]2O1
-6	6	COC(=O)c1cc(C(=O)OC)cc(N2C(=O)CC(NNC(=O)c3ccc(C)cc3)C2=O)c1 (configuration not stated)
-33	-1	Cc1ccc(NC(=O)c2ccc(N/N=C/c3cccc(O)c3)c([N+](=O)[O-])c2)cc1
-19	28	CC1CC(C)CN(C(=O)Cn2c(SCC(=O)N3CCc4ccccc4C3)nc3ccccc32)C1 (configuration not stated)
-14	4	O=C(NCC1(N2CCCCC2)CCCCC1)C1CC(=O)N(c2ccc3c(c2)OCCO3)C1 (configuration not stated)
-19	16	CCn1c(=NC(=O)c2ccc(S(=O)(=O)N(C)C)cc2)sc2cccc(OC)c21
-11	56	O=[N+]([O-])c1ccc(Sc2n[nH]c(-c3ccc(Cl)cc3Cl)n2)nc1
-26	16	COc1ccc(NC(=O)CN2C(=O)C(c3ccccc3)=NC23CCCCCC3)cc1
-27	13	COc1ccc(-c2nc(CS(=O)CC(=O)NCc3cccnc3)c(C)o2)cc1 (configuration not stated)
-20	17	CC(NC(=O)CCc1nnc(C2(c3ccc(Cl)cc3)CCC2)o1)C1CC1 (configuration not stated)
-6	13	O=C(Cc1ccccc1[N+](=O)[O-])N1CCN(c2ccccc2F)CC1
-3	1	CC(C)(C)C(=O)N1CCn2c1nc1ccccc12
-15	12	O=C1CSC(c2cccnc2)N1CCc1ccccn1 (configuration not stated)
-2	0	CC(C)C1=NN2C(=N)CC(=O)N=C2S1
-4	6	N=C(N)CCCOc1ccccc1-c1ccccc1

(further entries)
OX1R antag-1	OX1R antag-2	compound
2	8	CCN(CC)CC(=O)NCc1cc(-c2ccc(OC)cc2)no1
-17	1	CC(C)NC(=O)N(C)C[C@@H]1Oc2c(NC(=O)Nc3ccccc3)cccc2C(=O)N([C@H](C)CO)C[C@H]1C
24	1	CCOc1ccc(S(=O)(=O)N2CCOCC2)cc1NC(=O)CSCc1ccc(C)cc1
-3	3	Clc1cccc(OCCN2CCOCC2)c1
-26	23	CCOC(=O)N1CCN(C(=O)CCCn2c(=S)[nH]c3ccsc3c2=O)CC1
-5	11	CC1=C(C(=O)Nc2cccnc2)C(c2ccc3c(c2)OCO3)C2=C(CCCC2=O)N1 (configuration not stated)
-5	3	Cc1ccc(S(=O)(=O)N(Cc2c(F)cccc2Cl)C(=O)N2CCN(C)CC2)cc1
-23	0	COCCn1nnnc1C(C(C)C)N1CCCC(C)C1 (configuration not stated)
